High-throughput results: PubChem BioAssay, The Scripps Research Institute Molecular Screening Center
MITF inh – blocks human microphthalmia-associated transcription factor | AlphaScreen MITF homodimerization, bead proximity signal | inhibition, % at 2.6 µM | O75030 | actives 0.91% (n = 650,000) | AID 1259374; in the data active means inhibition above about 50%;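 further: 0% = vehicle wells with protein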
Target sequence (O75030 whole entry, looked up): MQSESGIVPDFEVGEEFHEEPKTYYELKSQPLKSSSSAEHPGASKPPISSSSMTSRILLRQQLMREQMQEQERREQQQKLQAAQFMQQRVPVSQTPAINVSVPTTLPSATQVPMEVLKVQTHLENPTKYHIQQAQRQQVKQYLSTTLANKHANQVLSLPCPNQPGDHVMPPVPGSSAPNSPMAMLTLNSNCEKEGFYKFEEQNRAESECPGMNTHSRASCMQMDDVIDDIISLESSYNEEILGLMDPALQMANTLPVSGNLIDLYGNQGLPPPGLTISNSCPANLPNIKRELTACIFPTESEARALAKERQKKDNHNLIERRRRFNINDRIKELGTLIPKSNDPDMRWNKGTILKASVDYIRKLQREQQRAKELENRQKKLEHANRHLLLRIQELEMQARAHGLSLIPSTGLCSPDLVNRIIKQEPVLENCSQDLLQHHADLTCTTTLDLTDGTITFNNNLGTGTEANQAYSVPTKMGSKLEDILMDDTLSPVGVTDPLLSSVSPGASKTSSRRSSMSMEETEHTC
TEAD-YAP block – TEAD-YAP interaction inhibition; HEK-TIYL cells, TEAD-Gal4/YAP UAS-luciferase luminescence; inhibition, % at 9.12 µM; actives 1.4% (n = 640,000); AID 1259422; in the data active means inhibition above about 32%;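 further: 0% = median of test compound wells and 100% = reference inhibitor wells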
GPR151 ag – human GPR151 activation; Q8TDV0; PathHunter beta-arrestin GPR151 cells, luminescence; activation, % at 11.2 µM; actives 1% (n = 650,000); AID 1508602; in the data active means activation above about 4.9%;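 further: 0% = median of compound wells and 100% = cells with positive control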
Target sequence (Q8TDV0 whole entry, looked up): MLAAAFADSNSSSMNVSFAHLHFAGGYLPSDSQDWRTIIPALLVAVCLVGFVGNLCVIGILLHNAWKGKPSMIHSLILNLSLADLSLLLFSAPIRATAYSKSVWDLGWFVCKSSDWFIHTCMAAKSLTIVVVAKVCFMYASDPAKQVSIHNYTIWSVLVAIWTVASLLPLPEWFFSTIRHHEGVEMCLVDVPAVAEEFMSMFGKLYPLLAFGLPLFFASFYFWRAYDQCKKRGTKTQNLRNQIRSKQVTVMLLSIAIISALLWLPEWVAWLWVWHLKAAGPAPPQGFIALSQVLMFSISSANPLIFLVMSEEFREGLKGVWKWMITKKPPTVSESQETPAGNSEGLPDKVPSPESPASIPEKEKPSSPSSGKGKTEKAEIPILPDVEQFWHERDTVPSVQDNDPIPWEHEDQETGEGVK
FBW7 activator – human FBW7 E3 ligase activation, primary screen; Q969H0; AlphaScreen FBW7–phospho-cyclin E peptide binding, activator screen; normalized activity (activation), % at 26.1 µM; actives 0.13% (n = 650,000); in the data active means normalized activity above about 1.9%;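 further: purified mutant Fbw7 with reduced substrate affinity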
Active calls of the source: *.

Screening O=C1/C(=C/c2ccc(-c3ccccc3F)o2)Sc2ccccc21 returned MITF inh 15, TEAD-YAP block 5, GPR151 ag -0.3 and FBW7 activator -0.1.
`Cn1cccc1C(=S)N=P(N1CCOCC1)(N1CCOCC1)C(C)(C)C` gave MITF inh 13, TEAD-YAP block -4, GPR151 ag 1.5 and FBW7 activator -0.1.
CC(C)CCSc1nnc2[nH]c(=O)cc(N)n12 was read as MITF inh 11, TEAD-YAP block -3, GPR151 ag -1.2 and FBW7 activator 0.1.
For Cc1[nH]c(=O)[nH]c(=O)c1S(=O)(=O)N1CCCC(C(=O)NCCc2ccccc2)C1 (configuration not stated) the results were MITF inh -2, TEAD-YAP block -2, GPR151 ag -0.6 and FBW7 activator 0.4.
C=CCOc1ccccc1/C=C1/SC(N2CCN(C)CC2)=NC1=O was read as MITF inh 13, TEAD-YAP block 6, GPR151 ag 2.0 and FBW7 activator 0.2.
For CCOc1ccc(C(=O)NCC(=O)OCc2nnc(-c3ccccc3)o2)cc1OCC the results were MITF inh -2, TEAD-YAP block 2, GPR151 ag -0.4 and FBW7 activator 0.0.
O=C(CS(=O)CC(=O)Nc1ccc(C2CCCCC2)cc1)Nc1ccc(F)cc1 (configuration not stated) was read as MITF inh -3, TEAD-YAP block -9, GPR151 ag -0.6 and FBW7 activator -0.1.
`CN1CCN(C(c2ccccn2)c2c(-c3ccccc3)n(O)c3ccccc23)CC1` (configuration not stated) gave MITF inh 7, TEAD-YAP block -1, GPR151 ag 2.6 and FBW7 activator -0.1.
Screening CCOC(=O)c1sc2nc(C)n(CC(=O)Nc3ccc(OCC)cc3)c(=O)c2c1C returned MITF inh 3, TEAD-YAP block 4, GPR151 ag 2.0 and FBW7 activator 0.1.
COc1ccc(-n2c(SCC(=O)Nc3ccc(C(N)=O)cc3)nc3ccccc32)cc1 was read as MITF inh 8, TEAD-YAP block 3, GPR151 ag 0.9 and FBW7 activator 0.1.
O=C(Nc1ccc(-c2ccn[nH]2)cc1)c1cccnc1 was read as MITF inh -4, TEAD-YAP block 79*, GPR151 ag -9.7 and FBW7 activator 0.1.
For O=C1C2C(C(=O)N1CCc1ccccc1)C1C=CC2C12CC2 (configuration not stated) the results were MITF inh -11, TEAD-YAP block -8, GPR151 ag 1.4 and FBW7 activator 0.1.
`CCOC(=O)c1cc2c(=O)n3ccccc3nc2n(Cc2ccccc2)c1=NC(=O)c1ccco1` gave MITF inh -11, TEAD-YAP block 3, GPR151 ag -0.8 and FBW7 activator -0.1.
For C=CCNC(=O)COc1ccc(C)cc1 the results were MITF inh -3, TEAD-YAP block -14, GPR151 ag 3.1 and FBW7 activator -0.1.
O=C(CCC1(Cc2cccs2)CCC(=O)N1)NCc1ccccc1 (configuration not stated) was read as MITF inh 5, TEAD-YAP block 10, GPR151 ag 0.1 and FBW7 activator 0.0.
CCN1C(=O)/C(=C\c2ccc(NC(=O)C(C)(Cl)Cl)cc2)SC1=S was read as MITF inh 8, TEAD-YAP block 9, GPR151 ag 0.6 and FBW7 activator -0.2.
For COCCCNS(=O)(=O)c1ccc(OC)c(I)c1 the results were MITF inh 4, TEAD-YAP block -2, GPR151 ag -1.0 and FBW7 activator -0.1.
For Cn1cnnc1SCCNC(=O)/C=C/c1ccco1 the results were MITF inh 11, TEAD-YAP block 3, GPR151 ag 1.7 and FBW7 activator 0.2.
Screening CCOC(=O)C1CCN(C2OC(=O)c3ccccc32)CC1 (configuration not stated) returned MITF inh -2, TEAD-YAP block -3, GPR151 ag 1.7 and FBW7 activator 0.1.
`Cc1cc(C)n(C(C)C(=O)NCC2Cc3cc(-c4cnccn4)cc(Cl)c3O2)n1` (configuration not stated) gave MITF inh -11, TEAD-YAP block 1, GPR151 ag 0.4 and FBW7 activator 0.0.
Screening Cc1ccc(C)c(CSc2nc3ccsc3c(=O)n2NC(=O)COc2ccccc2Br)c1 returned MITF inh 6, TEAD-YAP block 1, GPR151 ag 1.4 and FBW7 activator -0.1.
COc1ccc(C2C3=C(CCCC3=O)OC3=C2C(=O)CCC3)cc1C(=O)O was read as MITF inh 16, TEAD-YAP block 4, GPR151 ag -0.7 and FBW7 activator 0.8.
`c1ccc(CNc2cc(-c3cccnc3)nc(-c3ccccn3)n2)cc1` gave MITF inh -23, TEAD-YAP block 29, GPR151 ag 0.2 and FBW7 activator 1.3.
Screening CC(C)c1ccc(N(CC(=O)Nc2cccnc2)S(=O)(=O)c2ccccc2)cc1 returned MITF inh -6, TEAD-YAP block -7, GPR151 ag -1.9 and FBW7 activator 0.2.
Screening Cc1nc2nc(=S)[nH]n2c(C)c1Cc1ccccc1F returned MITF inh 9, TEAD-YAP block -10, GPR151 ag 0.3 and FBW7 activator 0.0.
`CC1=C(C(=O)Nc2ccccc2)C(c2ccc(OCc3ccccc3)cc2)n2nnnc2N1` (configuration not stated) gave MITF inh 0, TEAD-YAP block 3, GPR151 ag -0.5 and FBW7 activator 0.0.
Screening O=C(NC1CCCCC1)/C(=C/c1ccccc1F)NC(=O)c1ccc(Br)cc1 returned MITF inh -6, TEAD-YAP block -1, GPR151 ag 0.1 and FBW7 activator -0.1.
For Cc1ccc(OCCOc2ccccc2-c2nc3sc4c(c3c(=O)[nH]2)CCCC4)cc1 the results were MITF inh 12, TEAD-YAP block 0, GPR151 ag -1.1 and FBW7 activator -0.1.
Screening CCCCn1c(=O)[nH]c(=O)c2c1nc(CSc1nnc(N)s1)n2CCC returned MITF inh -5, TEAD-YAP block 2, GPR151 ag 0.1 and FBW7 activator -0.1.
Screening Cc1ccc(-c2nc3ccc(C(=O)NCCc4ccc(Cl)cc4)cc3nc2-c2ccc(C)cc2)cc1 returned MITF inh 0, TEAD-YAP block 10, GPR151 ag 1.4 and FBW7 activator -0.1.
`Cc1cc(C(=O)CN2C(=O)C(=O)N(Cc3ccco3)C2=O)c(C)n1-c1ccc2c(c1)OCO2` gave MITF inh -1, TEAD-YAP block -6, GPR151 ag -0.2 and FBW7 activator 0.0.
Screening COc1ccc(N2CCN(C(=O)C3CCCCC3)CC2)cc1 returned MITF inh 3, TEAD-YAP block 4, GPR151 ag 1.6 and FBW7 activator -0.2.
Screening Cc1ccc(N2CC(C(=O)Oc3coc(CSc4ncccn4)cc3=O)CC2=O)cc1 (configuration not stated) returned MITF inh 14, TEAD-YAP block 4, GPR151 ag 1.4 and FBW7 activator -0.2.
For O=C(COC(=O)CN1C(=O)COc2ccccc21)NC1CCCC1 the results were MITF inh 9, TEAD-YAP block -1, GPR151 ag -1.3 and FBW7 activator 0.1.
`Cc1sc(NC(=O)CS(=O)(=O)c2ccc(F)cc2)c(C#N)c1C` gave MITF inh -6, TEAD-YAP block -14, GPR151 ag 1.5 and FBW7 activator -0.5.
Screening COc1cccc(C(=O)NC2(C(F)(F)F)NC(=O)N(CC(C)C)C2=O)c1 (configuration not stated) returned MITF inh -10, TEAD-YAP block -5, GPR151 ag -1.2 and FBW7 activator 0.0.
`C/C(=N\NC(=O)C(N)=O)c1ccc(C)cc1` gave MITF inh -6, TEAD-YAP block 8, GPR151 ag 0.0 and FBW7 activator 0.0.
CCSc1nnnn1-c1ccc(C)cc1 was read as MITF inh -11, TEAD-YAP block 4, GPR151 ag 1.8 and FBW7 activator 0.0.
For c1cncc(CSc2ccc(-c3ccco3)nn2)c1 the results were MITF inh 0, TEAD-YAP block -15, GPR151 ag -3.9 and FBW7 activator 0.0.
`COc1ccc(CNC(=O)NC2(C(F)(F)F)Oc3ccc(Cl)cc3O2)cc1` (configuration not stated) gave MITF inh 3, TEAD-YAP block 2, GPR151 ag 0.1 and FBW7 activator -0.2.
For O=C(O)C1CC(c2ccccc2)=C(c2ccccc2)CC1C(=O)c1ccccc1 (configuration not stated) the results were MITF inh -2, TEAD-YAP block 5, GPR151 ag -0.4 and FBW7 activator -0.1.
Screening CCCOc1nn(CCC)cc1C(=O)Nc1ccc(C(C)C)cc1 returned MITF inh 3, TEAD-YAP block -4, GPR151 ag -0.2 and FBW7 activator -0.1.
CCOC(=O)CSc1nc(-c2ccco2)cc(C(F)(F)F)n1 was read as MITF inh -4, TEAD-YAP block 10, GPR151 ag 0.5 and FBW7 activator 0.1.
`CCOc1cc(C2NC(=O)NC(C)=C2C(=O)OCCOC)ccc1O` (configuration not stated) gave MITF inh 3, TEAD-YAP block 12, GPR151 ag -0.1 and FBW7 activator 0.0.
For COC(=O)c1ccccc1NC(=O)CSc1n[nH]c(-c2cc(OC)cc(OC)c2)n1 the results were MITF inh 5, TEAD-YAP block -5, GPR151 ag -2.1 and FBW7 activator 0.1.
For CSc1nc2c(c(=O)n1Cc1ccccc1)SC(C)C2 (configuration not stated) the results were MITF inh 2, TEAD-YAP block -12, GPR151 ag 0.1 and FBW7 activator -0.1.
`C=CCNC(=O)CN1CCN(Cc2ccc3c(c2)OCO3)CC1` gave MITF inh 9, TEAD-YAP block 8, GPR151 ag -0.8 and FBW7 activator -0.1.
`O=C(NCC(c1ccco1)S(=O)(=O)c1ccccc1)C(=O)NC1CC1` (configuration not stated) gave MITF inh 6, TEAD-YAP block 3, GPR151 ag -0.7 and FBW7 activator -0.1.
Clc1ccc(-c2cnc3c(N4CCOCC4)nccn23)cc1 was read as MITF inh -2, TEAD-YAP block 1, GPR151 ag -0.1 and FBW7 activator 0.0.
`CCc1cc(C(=O)NCc2c(C)ncc3c2CCN(C(=O)C(C)CC)C3)n(C)n1` (configuration not stated) gave MITF inh 4, TEAD-YAP block 7, GPR151 ag -0.4 and FBW7 activator 0.1.
Cc1ccccc1-n1nc2c(c1NC(=O)c1ccc(C(C)(C)C)cc1)CSC2 was read as MITF inh 0, TEAD-YAP block -10, GPR151 ag 0.5 and FBW7 activator 0.1.
CCOc1ccc(NC(=O)c2cc(S(=O)(=O)N3CCN(c4ccccc4OC)CC3)ccc2F)cc1 was read as MITF inh 8, TEAD-YAP block 10, GPR151 ag -0.4 and FBW7 activator -0.1.
CCn1c(=O)c(=O)[nH]c2cc(C(=O)NCC(c3ccc(OC)cc3)N(C)C)ccc21 (configuration not stated) was read as MITF inh -2, TEAD-YAP block 1, GPR151 ag 2.7 and FBW7 activator 0.4.
`COc1ccc(CN2CCc3c(nc(N4CCCC4)[nH]c3=O)C2)cc1Cn1cccn1` gave MITF inh -9, TEAD-YAP block 0, GPR151 ag 1.1 and FBW7 activator -0.1.
For CC(C)C(O)c1ccc2c(c1)CN(Cc1ccc(OCCO)cc1)CCO2 (configuration not stated) the results were MITF inh 4, TEAD-YAP block -3, GPR151 ag -0.7 and FBW7 activator 0.0.
Cc1cc(C)c(NC(=O)Cn2cnc3c2c(=O)n(C)c(=O)n3C)c(C)c1 was read as MITF inh 12, TEAD-YAP block -1, GPR151 ag -1.7 and FBW7 activator -0.2.
For Cc1ccccc1NC(=O)c1ccc(=O)n(Cc2ccccc2F)c1 the results were MITF inh -16, TEAD-YAP block 10, GPR151 ag -0.1 and FBW7 activator 0.2.
O=C(Cn1ccc(=O)[nH]c1=O)OCc1c(Cl)cccc1Cl was read as MITF inh 19, TEAD-YAP block -2, GPR151 ag -0.5 and FBW7 activator 0.1.
`Cc1cccc(CN2CCC(N3CCC(C(=O)NC4CCOC(C)(C)C4)CC3)CC2)n1` (configuration not stated) gave MITF inh 4, TEAD-YAP block 8, GPR151 ag 2.8 and FBW7 activator 0.1.
For Cc1ccc2c(c1)[C@H]1OCC[C@H]1[C@@H](c1ccncc1)N2 the results were MITF inh 13, TEAD-YAP block -2, GPR151 ag 1.7 and FBW7 activator 0.0.

Grouped by structure: the entries above containing a Cl atom
CCN1C(=O)/C(=C\c2ccc(NC(=O)C(C)(Cl)Cl)cc2)SC1=S was read as MITF inh 8, TEAD-YAP block 9, GPR151 ag 0.6 and FBW7 activator -0.2.
`Cc1cc(C)n(C(C)C(=O)NCC2Cc3cc(-c4cnccn4)cc(Cl)c3O2)n1` (configuration not stated) gave MITF inh -11, TEAD-YAP block 1, GPR151 ag 0.4 and FBW7 activator 0.0.
Screening Cc1ccc(-c2nc3ccc(C(=O)NCCc4ccc(Cl)cc4)cc3nc2-c2ccc(C)cc2)cc1 returned MITF inh 0, TEAD-YAP block 10, GPR151 ag 1.4 and FBW7 activator -0.1.
`COc1ccc(CNC(=O)NC2(C(F)(F)F)Oc3ccc(Cl)cc3O2)cc1` (configuration not stated) gave MITF inh 3, TEAD-YAP block 2, GPR151 ag 0.1 and FBW7 activator -0.2.
Clc1ccc(-c2cnc3c(N4CCOCC4)nccn23)cc1 was read as MITF inh -2, TEAD-YAP block 1, GPR151 ag -0.1 and FBW7 activator 0.0.
O=C(Cn1ccc(=O)[nH]c1=O)OCc1c(Cl)cccc1Cl was read as MITF inh 19, TEAD-YAP block -2, GPR151 ag -0.5 and FBW7 activator 0.1.
